From PubChem
APJ antag – antagonists of human APJ apelin receptor | P35414 | CHO-K1 APJ beta-arrestin complementation, luminescence | inhibition, % at 20 µM | actives 0.32% (n = 330,000) | AID 2521;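 active = inhibition above about 40% at 20 µM, limit read from the data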;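 also: cells challenged with 10 nM apelin-13 agonist together with compound; plate controls were apelin-13 plus DMSO wells for no effect and DMSO wells lacking apelin-13 for full effect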
Target sequence (P35414 whole entry, looked up): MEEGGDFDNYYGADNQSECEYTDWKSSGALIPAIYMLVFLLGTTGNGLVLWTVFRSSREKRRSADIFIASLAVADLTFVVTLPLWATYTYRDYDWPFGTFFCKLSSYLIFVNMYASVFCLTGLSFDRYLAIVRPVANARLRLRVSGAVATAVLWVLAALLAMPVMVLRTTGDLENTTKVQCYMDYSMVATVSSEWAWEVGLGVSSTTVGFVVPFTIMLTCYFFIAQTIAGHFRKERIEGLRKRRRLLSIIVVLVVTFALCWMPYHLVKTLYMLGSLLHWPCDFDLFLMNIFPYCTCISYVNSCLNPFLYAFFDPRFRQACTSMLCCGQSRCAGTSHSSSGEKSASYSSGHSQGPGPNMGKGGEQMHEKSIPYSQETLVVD
TIM10 inh – growth inhibitors of TIM10 yeast strain; S. cerevisiae TIM10 strain growth, BacTiter-Glo luminescence, 24 h; inhibition, % at 10 µM; actives 1.4% (n = 330,000); AID 463195;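 active = inhibition of 40% or more at the single tested concentration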;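 also: wild-type TIM10 isogenic control strain grown at permissive 25 °C; 0% = DMSO yeast wells and 100% = minimal medium wells without yeast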
MPTP block – inhibitors of mitochondrial permeability transition pore. isolated mouse mitochondria, Ca2+ swelling absorbance, 30 min. inhibition, % at 10 µM. actives 1.4% (n = 360,000). AID 602449;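 active = inhibition of 50% or more, scaled per plate between neutral and stimulator controls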;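 also: 0% = DMSO wells given calcium and 100% = 1 mM EGTA wells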
APJ agonist – agonists of human APJ apelin receptor; P35414; CHO-K1 APJ PathHunter beta-arrestin, luminescence; 0% DMSO wells, 100% apelin; activation, % at 20 µM; actives 0.11% (n = 330,000); AID 2520;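 active = activation more than six SD over the plate average, tested at 20 µM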;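 also: 0% = DMSO alone and 100% = apelin-13 at 10 nM; some results filed as inactive read as strong as hits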
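Assay system – PathHunter CHO-K1 APJ (AGTRL-1) beta-arrestin reporter cells · Compound – one dose, 20 µM compound, 1% DMSO · Timing – compound 90 min 25 °C, reagent 1 h · Measured by – luminescence from split beta-galactosidase complementation, Galacton Star/Emerald II substrate · Measure – beta-arrestin recruitment to APJ as agonist activity, luminescent signal · Benchmarks – DMSO vs Apelin-13 10 nM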
NLRP3 yeast inh – inhibitors of NALP3 inflammasome in yeast | AID 2825 | inhibition, % at 10 µM | Yeast reconstituted NLRP3/ASC/caspase-1, beta-gal luminescence, 24 h | actives 0.39% (n = 330,000);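 active = inhibition of 50% or more; inactive = inhibition below 50%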;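 also: plate controls were induced DMSO wells for no effect and uninduced yeast grown without galactose for full effect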
tim10-1 inh – tim10-1 yeast growth inhibition; S. cerevisiae tim10-1 ts strain growth, BacTiter-Glo, 24 h; inhibition, % at 20 µM; actives 2.2% (n = 330,000); AID 463190;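 active = inhibition of at least 40%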;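 also: mutant grown at 25 °C; 0% = DMSO wells with yeast and 100% = wells holding no yeast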
GRIN3A LBD mod – NR3A (human) ligand-binding domain modulation | NR3A LBD differential scanning fluorimetry, Tm shift; 0% = protein alone, 100% = glycine-bound protein | Tm shift relative to glycine control, % at 25 µM | actives 2.5% (n = 340,000) | AID 1259313;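 active = melting temperature shift of at least 10% of the positive control shift, at one fixed dose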
beta cell repl – induces beta-cell replication in MIN6 cells | MIN6 cells proliferation, ATPlite luminescence, 48 h; cells starved in 0.2% serum; 100% = growth in 10% serum | proliferation, % at 10 µM | actives 0.29% (n = 330,000);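 active = compounds whose signal lies at least 3.5 SD above the mean of all wells on their plate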;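 also: 0% = DMSO-treated cells in low-serum medium and 100% = 10% serum control; some compounds called inactive have numbers as strong as hits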
tim23-1 inh – growth inhibitors of tim23-1 mutant yeast; S. cerevisiae tim23-1 growth, BacTiter-Glo luminescence, 24 h; inhibition, % at 20 µM; actives 1.3% (n = 330,000); AID 463212;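 active = growth inhibition of the mutant yeast at or above 50%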;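 also: temperature-sensitive mutant grown at 25 °C; plate controls were DMSO-treated mutant yeast for no effect and medium wells lacking yeast for full effect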
Active calls of the source: *; x = no result given.

SMILES	APJ antag	TIM10 inh	MPTP block	APJ agonist	NLRP3 yeast inh	tim10-1 inh	GRIN3A LBD mod	beta cell repl	tim23-1 inh
CCOC(=O)NCc1cc(-c2nn(C)c(=O)c3ccccc23)ccc1C	22.3	0.5	2.1	-10.0	22.6	11.3	1.2	-2.3	5.2
Cc1nn(-c2cccc(Cl)c2)c2c1C(c1ccncc1)C(C#N)=C(N)O2 (centres undefined)	10.6	27.5	42.4	-4.1	9.5	36.4	-5.6	-5.8	15.3
CN(C)C(=O)CSc1n[nH]c(=O)n1CCc1ccccc1	2.8	6.5	-2.9	-1.4	19.3	-22.8	-0.7	-2.1	2.2
O=C(CSc1nc2ccc(Cl)cc2[nH]1)c1cccs1	7.8	6.1	14.6	-1.0	13.2	-2.5	0.2	-2.3	32.9
CCOC(=O)C1CCCN(C(=O)c2ccc([N+](=O)[O-])cc2)C1 (centres undefined)	5.7	-3.7	-0.3	1.3	13.1	9.3	0.0	0.0	12.0
CCCC(=O)Nc1ccccc1NC(=O)CN(C)S(=O)(=O)c1ccc(C)cc1	-6.6	-2.7	-0.1	5.9	9.0	3.2	-0.9	-3.5	13.7
Cc1ccn2cc(CCNS(=O)(=O)c3ccc([N+](=O)[O-])cc3)nc2c1	-68.7	7.1	-0.7	3.1	-3.8	11.1	-0.9	-1.2	4.4
CN(C)/C=C/C(=O)Oc1ccc(Cl)cc1Cl	4.4	-4.8	1.3	-0.3	18.6	13.4	-2.4	-1.2	15.8
Cc1ccc(S(=O)(=O)NC(=O)Nc2ccc(F)cc2)cc1	6.1	15.2	-1.8	-1.5	5.4	7.0	-0.5	0.1	7.0
CCCN(CCC)C(=O)CC(c1ccc(F)cc1)c1ccco1 (centres undefined)	5.5	25.6	2.6	-0.1	10.4	30.9	-0.1	-3.5	35.2
CC(=O)OCCn1c(C)[n+](CCOC(C)=O)c2cc(Cl)c(Cl)cc21	-5.0	-1.1	-0.7	-0.9	-0.4	-9.1	0.8	2.8	-9.7
CCC(C)(C)c1ccc(OCC(=O)Nc2ccncc2)cc1	-17.8	23.6	104.7*	-3.8	18.1	14.7	0.7	-4.7	32.9

Limited to tim23-1 inh, for 5 of the compounds above:
canonical_smiles,tim23-1 inh
CC(=O)OCCn1c(C)[n+](CCOC(C)=O)c2cc(Cl)c(Cl)cc21,-9.7
CCCN(CCC)C(=O)CC(c1ccc(F)cc1)c1ccco1 (centres undefined),35.2
CCCC(=O)Nc1ccccc1NC(=O)CN(C)S(=O)(=O)c1ccc(C)cc1,13.7
CCOC(=O)C1CCCN(C(=O)c2ccc([N+](=O)[O-])cc2)C1 (centres undefined),12.0
Cc1ccc(S(=O)(=O)NC(=O)Nc2ccc(F)cc2)cc1,7.0

(more compounds)
SMILES	APJ antag	TIM10 inh	MPTP block	APJ agonist	NLRP3 yeast inh	tim10-1 inh	GRIN3A LBD mod	beta cell repl	tim23-1 inh
O=C(c1ccc(Cl)cc1)c1oc2ccccc2c1CS(=O)c1ccccc1 (centres undefined)	1.9	23.7	0.1	-4.3	18.6	17.2	2.0	-3.1	47.2
CC1=NOC(=O)/C1=C\c1ccc(-c2ccc(Cl)cc2Cl)o1	-27.8	21.1	-5.2	35.1*	8.5	45.5*	0.2	-3.7	81.1*
CC(NC(=O)C12CC3CC(CC(O)(C3)C1)C2)c1ccc(Cl)cc1Cl (centres undefined)	0.5	-3.7	1.0	-1.2	15.9	-0.7	-3.7	-1.7	6.2
CNc1ncc(Cc2ccccc2)s1	6.1	-13.4	-0.9	-1.2	28.1	-12.8	7.0	2.8	-18.5
COc1cc(SC)ccc1C(=O)Nc1cccc(S(=O)(=O)NC2=NCCC2)c1	19.9	13.2	-0.6	-3.1	7.8	14.5	0.3	1.0	13.4
O=C(CCC1CCN(C(=O)c2ccccc2Cl)CC1)NCc1ccc(F)cc1	3.6	4.3	-0.6	-5.5	20.1	4.4	-1.0	4.5	11.9
OC1CCN(Cc2nc(Cc3ccccc3Cl)no2)CC1	11.1	-1.3	6.9	-0.6	-5.0	16.0	-1.3	-4.4	2.5
CC(C)C(c1nnnn1C1CCCC1)N1c2ccccc2CC1C (centres undefined)	25.6	29.7	1.8	1.5	-17.4	32.5	-1.0	-2.7	40.7
CCOC(=O)c1cc2c(=O)n3ccccc3nc2n(CC2CCCO2)c1=NC(C)=O (centres undefined)	1.4	-3.9	-0.9	-3.5	10.2	0.7	0.8	-1.1	-0.2
CCc1ccc(C(C)NC(=S)NC2CCCCC2)cc1 (centres undefined)	17.7	16.3	4.1	14.6	38.6	27.7	-3.8	-7.5	26.0
CC(OC(=O)c1ccc(S(=O)(=O)NCc2ccco2)cc1)C(=O)Nc1ccccc1 (centres undefined)	2.3	-7.7	1.2	-1.2	22.5	14.0	9.8	-3.9	4.7
CN(Cc1cnccn1)Cc1cn(Cc2ccccc2)nc1-c1ccc2c(c1)OCO2	-20.3	-0.5	-1.2	-1.3	-12.2	18.2	-3.2	2.5	8.6
COCCN(Cc1cccs1)S(=O)(=O)c1ccc(-c2ccc(=O)[nH]n2)s1	-44.3	-8.5	-1.1	3.1	5.2	5.9	-2.2	1.0	23.5
O=C(CN1C(=O)c2ccccc2S1(=O)=O)NCc1cccnc1	-12.6	-14.9	-1.8	-3.5	0.8	9.2	3.0	1.1	-3.1
CC(Sc1ccccc1F)C(=O)Nc1cccc(S(=O)(=O)N2CCOCC2)c1 (centres undefined)	-5.9	7.2	0.6	0.7	6.6	5.8	-0.3	-2.0	19.7
O=C(Nc1ccccc1N1CCN(C(=O)c2ccccc2)CC1)c1cc(Br)ccc1Cl	-6.7	36.4	2.2	-1.5	17.1	30.5	-1.0	-3.0	38.7
CC(C)[C@H](NC(=O)N1CC(=O)Nc2ccccc21)C(=O)N[C@H](Cc1ccccc1)C(=O)O	8.1	0.8	-0.2	-4.0	11.5	7.2	-0.5	-1.0	10.2
CC(Cc1cccnc1)NC(=O)c1ccccc1OC1CCN(S(C)(=O)=O)CC1 (centres undefined)	4.9	-6.4	-1.8	-2.5	20.9	-23.0	-1.2	0.5	-0.9
COc1nc(N(C)C)nc(N(OC)S(=O)(=O)c2ccccc2Cl)n1	11.1	19.6	-0.3	-0.5	-12.9	21.9	-1.7	0.9	21.3
CC1(c2cccc(Br)c2)NC(=O)N(CC(=O)NCC2CCCO2)C1=O (centres undefined)	9.2	7.3	-1.3	-6.0	7.9	-9.3	1.8	-1.9	1.9
O=C(Nc1ccccc1)OCc1cn(-c2ccc(Cl)cc2)nn1	-6.5	5.8	4.6	-1.9	10.8	9.6	4.5	-2.3	-21.6
O=C(CSc1nncs1)NC(=O)NC1CCCC1	-12.9	13.3	-1.0	-0.8	21.4	5.5	-2.3	-3.9	11.0
O=C(c1ccccc1)N1CCN(c2ccc([N+](=O)[O-])c(NCc3ccco3)c2)CC1	16.9	19.3	-0.1	-1.1	19.6	33.2	-4.0	-3.9	38.5
Cc1nc(C(=O)N2CCCC(C(=O)c3cccc(OC(C)C)c3)C2)cs1 (centres undefined)	11.4	8.8	1.2	-2.7	17.1	8.1	0.7	0.2	21.5
CCOC(=O)c1c(NC(=S)NC(=O)c2ccc(Cn3cc(Cl)cn3)o2)sc2c1CCC(C)C2 (centres undefined)	14.2	11.8	1.2	0.1	-10.0	6.9	-3.6	-3.0	18.1
O=C(O)C1CC=CCC1C(=O)Nc1ccccc1 (centres undefined)	0.3	4.3	-1.2	0.3	-0.4	6.5	-0.3	1.3	5.6
O=C(NC1CCCN(Cc2ccc(Cl)cc2)C1)c1cnc2ccccn2c1=O (centres undefined)	21.6	10.5	-0.1	-3.8	36.1	9.4	-1.1	-1.1	11.9
COc1ccc2c(C)cc3nncn3c2c1	4.4	-1.9	-0.4	-0.4	3.1	26.3	2.4	-2.5	-4.9
COC(=O)c1ccccc1NC(=O)Nc1cc(C(C)(C)C)on1	2.1	-10.7	-2.2	13.4	14.9	9.9	-3.0	-4.9	13.6
O=C(Nc1ccc(C(F)(F)F)cc1)N1CCN(c2ccnc3cc(Cl)ccc23)CC1	10.5	24.1	78.8*	0.7	19.1	15.8	9.7	-3.8	51.2*
O=C(CN1C(=O)CSc2ccc(S(=O)(=O)N3CCOCC3)cc21)NCCCN1CCOCC1	8.0	-8.6	-0.5	-1.9	2.4	-0.2	-2.4	-0.6	3.6
O=C(Nc1cccnc1)c1sc(Nc2ccccc2)nc1-c1ccccc1	-0.3	2.3	-1.4	-0.8	-0.9	-0.9	27.1*	0.0	-14.6
Cc1ccc(C)c(N2CCN(S(=O)(=O)c3cccc4cccnc34)CC2)c1	-7.7	0.5	-0.6	-0.3	12.4	5.3	-3.7	-2.5	7.9
CN(C)c1cccc(C(=O)NNC(=O)NC2CCCCC2)c1	-8.3	-3.5	44.4	-1.2	12.0	-7.7	-7.9	-0.1	0.9
CC1CCN(C(=O)CSc2nnc3c(n2)[nH]c2ccc(F)cc23)CC1	-13.4	8.7	-0.9	-0.4	-11.4	-10.3	-2.3	0.0	4.4
COC(=O)/C=c1/s/c(=C(/C#N)C(=O)NCc2ccccc2)n(-c2ccccc2)c1=O	-5.5	-41.6	0.8	1.2	11.9	2.4	-2.8	0.1	-17.1
c1ccc(Nc2nc(-c3cccs3)cs2)nc1	4.0	29.4	-3.3	-0.6	7.1	17.2	-1.3	-2.2	56.5*
CCC(C)NCC(=O)Nc1cc(S(=O)(=O)N(CC)c2ccccc2)ccc1Cl (centres undefined)	17.9	-4.4	0.7	-3.2	5.9	11.0	-0.5	0.0	8.1
O=C(CSc1nc2ccccc2o1)N1CCOCC1	6.1	3.9	-0.6	3.8	18.4	10.9	-0.3	-1.5	11.5
O=C(c1ccc2ccccc2c1)N1CCN(S(=O)(=O)/C=C/c2ccccc2)CC1	8.0	26.0	-0.9	-2.7	9.7	38.7	-0.6	-3.3	36.7
CC(=O)c1ccc(S(=O)(=O)Nc2ccc(C(=O)NC3CC3)cc2)cc1	-32.3	6.5	-0.7	7.8	32.8	-6.7	4.6	0.9	7.0
CC(C)c1nc(NCCO)c2nnn(Cc3ccccc3)c2n1	-0.6	24.8	2.3	-1.8	13.6	18.3	0.7	1.4	31.0
CC1(C)Cc2ccccc2-c2nnc(SCc3ccccc3)n21	20.7	2.7	1.8	-1.1	3.8	38.2	-2.6	-2.7	28.2
Cc1ccc(NC(=O)Cn2nnc(C(=O)NCc3ccco3)c2N)cc1	14.9	-28.5	1.2	-0.8	7.7	2.0	-0.3	-2.6	-10.6
COc1ccc(N=C2SC(C(=O)Nc3ccc(OC)cc3)CC(=O)N2CCN2CCOCC2)cc1 (centres undefined)	0.4	11.0	-0.1	-4.5	-5.5	24.3	-1.9	-0.7	3.1
COC(=O)CCN(Cc1ccccc1)S(=O)(=O)c1ccccc1Br	x	-15.0	-0.7	x	x	15.0	0.2	x	42.7

Two of the compounds above, with bars between the fields:
molecule | APJ antag | TIM10 inh | MPTP block | APJ agonist | NLRP3 yeast inh | tim10-1 inh | GRIN3A LBD mod | beta cell repl | tim23-1 inh
Cc1ccc(NC(=O)Cn2nnc(C(=O)NCc3ccco3)c2N)cc1 | 14.9 | -28.5 | 1.2 | -0.8 | 7.7 | 2.0 | -0.3 | -2.6 | -10.6
COc1ccc(N=C2SC(C(=O)Nc3ccc(OC)cc3)CC(=O)N2CCN2CCOCC2)cc1 (centres undefined) | 0.4 | 11.0 | -0.1 | -4.5 | -5.5 | 24.3 | -1.9 | -0.7 | 3.1
